Compound activity as filed in PubChem.
KOR beta-arrestin-1: kappa opioid receptor blockers – cell-based, luminescence, uHTS (AID 1778); KOR beta-arrestin recruitment, luminescence, antagonist mode; higher % means a stronger effect; inhibition, % at 10 µM; hits with a dose series show IC50 in µM; 0.091% of 290,000 active; also: strong numbers were not always called active
ER stress rescue: rescue of cells from ER stress-induced death, primary screen, 384-well, CSM14.1, thapsigargin, ATP luminescence (AID 1222) | cellular ATP content (survival), % at 20 µM, or EC50 in µM where a hit was titrated | 190,000 tested, under 10 active | CSM14.1 thapsigargin-induced death rescue, ATP luminescence; higher % means a stronger effect;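 active = EC50 below 50 µM in the dose-response confirmation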;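 also: death triggered by thapsigargin at about 15 µM added after 2 h compound pretreatment; cell ATP read after overnight thapsigargin exposure of roughly 18 to 22 hours; normalized against plate controls of thapsigargin alone and 5% DMSO vehicle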
NTR1 ag: agonists of NTR1, primary screen, imaging, U2OS cells, beta-arrestin-GFP, high content (AID 493036); P30989; NTR1-U2OS beta-arrestin-GFP spot imaging, agonist mode; activation, % at 20 µM; 0.17% of 330,000 active;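 active = activation at or above 40% of the spot to cytoplasm intensity ratio, with at least 20 cells analyzed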;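 also: 0% = DMSO without peptide and 100% = 100 nM NTR1 peptide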
Target sequence (P30989 whole entry, looked up): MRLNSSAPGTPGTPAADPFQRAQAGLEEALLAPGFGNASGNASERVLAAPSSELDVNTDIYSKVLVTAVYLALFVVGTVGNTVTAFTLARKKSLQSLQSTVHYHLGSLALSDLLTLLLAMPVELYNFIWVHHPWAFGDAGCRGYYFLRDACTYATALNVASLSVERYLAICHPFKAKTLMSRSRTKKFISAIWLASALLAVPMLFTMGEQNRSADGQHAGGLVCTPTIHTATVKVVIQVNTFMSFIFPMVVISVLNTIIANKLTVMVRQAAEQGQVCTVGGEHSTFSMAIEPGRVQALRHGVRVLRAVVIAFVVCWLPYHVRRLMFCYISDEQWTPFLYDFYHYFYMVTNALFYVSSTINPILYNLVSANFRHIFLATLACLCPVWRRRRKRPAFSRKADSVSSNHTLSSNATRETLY
GPR55 beta-arrestin: GPR55 agonists via beta-arrestin recruitment, primary screen, imaging, U2OS cells, beta-arrestin-GFP redistribution (AID 1961) | U2OS GPR55 beta-arrestin-GFP redistribution imaging; higher % means a stronger effect | activation, % at 10 µM, or EC50 in µM where a hit was titrated | 0.048% of 290,000 active;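 active = activation above 40% with more than 50 cells counted in the well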;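 also: U2OS osteosarcoma cells stably expressing GPR55 and beta-arrestin-GFP; plate controls were DMSO negative control for no effect and LPI positive control for full effect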
HEK293 NOD2/NF-kB: NOD2 signaling inhibitors, cell-based, luminescence, uHTS, HEK293 (AID 1566); inhibition, % at 4 µM, or EC50 in µM where a hit was titrated; HEK293 NOD2/NF-kB luciferase reporter, luminescence; higher % means a stronger effect; 0.63% of 290,000 active; also: many of its hits are not listed in these tables
NOD1 inhibition: NOD1 signaling inhibitors, primary screen, cell-based, luminescence, uHTS (AID 1578). inhibition, % at 4 µM; hits with a dose series show EC50 in µM. NOD1-driven NF-kB luciferase reporter cells, luminescence; higher % means a stronger effect. 1% of 290,000 active; in the data active = inhibition mostly above about 36%, no sharp cut-off; inactive = mostly below about 34%;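 also: HEK-293T reporter cells stimulated with the NOD1 agonist gamma-tri-DAP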
Yfh1-off respiration: enhancers of respiration in Yfh1-depleted yeast, dose response, Friedreich's ataxia, plus single-dose screen (AID 1465); S. cerevisiae Yfh1-off respiration, WST-1 reduction, 72 h; higher fold induction means a stronger effect; fold induction at 50 µM, or EC50 in µM where a hit was titrated; 0.074% of 220,000 active;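 active = fold induction of absorbance versus untreated yeast above a set limit, then at least 30% activation at any dose in follow-up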;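 also: activators that raise dye reduction in frataxin-depleted yeast; strong numbers were not always called active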
KOR beta-arrestin-2: KOR agonists, beta-arrestin recruitment, primary screen, cell-based, luminescence, uHTS (AID 1777). KOR beta-arrestin recruitment, luminescence; higher % means a stronger effect. activation, % at 10 µM; hits with a dose series show EC50 in µM. 0.02% of 280,000 active; in the data active = activation above about 50%, passing the limit was not always enough; also: a part of the inactive calls stands beside numbers as strong as those of hits
TNAP activation fold: stimulation of alkaline phosphatase TNAP activity – biochemical, luminescent, no phosphate acceptor, uHTS, primary screen (AID 1001); purified TNAP, luminescent activation assay, no phosphate acceptor; higher activation fold means a stronger effect; one-dose activation fold at 20 µM; EC50 in µM for titrated hits; 0.03% of 200,000 active; in the data active = activation fold from about 3, or a potency from the dose series; inactive = the rest, 99 in 100 with activation fold below about 1.6; also: many of its hits are not listed in these tables
NTR1 ag cell count 20 µM: recorded beside NTR1 ag, whose call it bears; cell count; measured here: cell count, cytotoxicity flag
* hit, by the source's call; i = inactive; . = no result given; [ ] = remark or other dose. Rule as the data show it, unless noted: active = inhibition above about 50%; inactive = the rest. These rows are one share of the data; the hit share may differ from the screen's.

SMILES	KOR beta-arrestin-1	ER stress rescue	NTR1 ag	NTR1 ag cell count 20 µM	GPR55 beta-arrestin	HEK293 NOD2/NF-kB	NOD1 inhibition	Yfh1-off respiration	KOR beta-arrestin-2	TNAP activation fold
CC12CCC(C/C1=N\N=C1\NC(=O)/C(=C\c3cccc(Br)c3)S1)C2(C)C (configuration not stated)	-7%	-1.7%	8.2	55	0.2%	8%	-7%	i	-0.4%	1.3
CC(CCc1ccccc1)NC(=O)c1ccc(Br)o1 (configuration not stated)	-18%	-3.5%	-1.0	97	0.2%	-19%	6%	i	1.7%	1
Cn1cc(SCC(=O)O)c2ccccc21	10%	0.4%	0.2	89	0.0%	4%	-2%	i	-8.7%	1.2
Cc1cc(C)nc(NS(=O)(=O)c2ccc(NS(=O)(=O)c3ccc(C#N)cc3)cc2)n1	9%	.	0.5	63	0.3%	14%	-9%	.	2.1%	.
COC(=O)[C@H](Cc1ccccc1)NC(=O)[C@@]1(C)C[C@@H]1[C@@H](NC(=O)OCc1ccccc1)c1ccccc1	27%	-4.1%	7.3	99	0.6%	18%	-10%	i	2.3%	1.1
CCN(Cc1ccccc1)C(c1ccc(C)cc1)c1nnnn1C(C)(C)C (configuration not stated)	-18%	2.6%	2.1	46	0.3%	-2%	23%	i	0.1%	1
Cc1ccccc1NS(=O)(=O)c1ccc(C)c(C(N)=O)c1	1%	1.9%	1.9	53	-0.1%	8%	-9%	i	2.6%	1.2
CCOc1ccc(OCC)c(NC(=O)C2CCN(S(=O)(=O)c3c(C)[nH]c(=O)[nH]c3=O)CC2)c1	-3%	1.9%	0.2	107	-0.2%	4%	-29%	i	-6.0%	1
O=C(N/N=C\c1cccnc1)c1ccccc1O	-41%[20 µM]	.	1.4	44	0.2%	-3%	-30%	.	3.4%	.
O=C(COc1ccc(S(=O)(=O)NC2CCCCC2)cc1)Nc1ccc2c(c1)OCCO2	8%	1.3%	-0.6	56	0.3%	5%	29%	i	-0.8%	1.2
COCCNC(=O)Cn1cc(C(=S)N2CCOCC2)c2ccccc21	24%[20 µM]	0.0%	-1.0	52	0.2%	4%	-20%	i	-5.0%	1.1
Cc1ccc(-c2[nH]ncc2/C=N/n2c(COc3ccccc3C)nc3ccccc3c2=O)cc1	-7%	-1.4%	5.1	37	-0.3%	6%	2%	i	9.0%	1.1
CCCCCCSc1nnc(N)s1	22%	.	-1.1	42	0.0%	13%	2%	i	-4.0%	.
COc1ccccc1CNC(=O)Cn1ccc2cc(S(=O)(=O)N3CCCC3)ccc21	-35%	.	-0.7	60	-0.2%	-2%	-38%	.	-8.0%	.
CC12CN3CC(C)(CN(C1)C3c1ccc(Br)cc1)C2 (configuration not stated)	21%	-1.0%	3.1	74	0.1%	3%	-23%	i	6.0%	1

2 of the compounds above, comma-delimited:
smiles,KOR beta-arrestin-1,ER stress rescue,NTR1 ag,NTR1 ag cell count 20 µM,GPR55 beta-arrestin,HEK293 NOD2/NF-kB,NOD1 inhibition,Yfh1-off respiration,KOR beta-arrestin-2,TNAP activation fold
Cc1cc(C)nc(NS(=O)(=O)c2ccc(NS(=O)(=O)c3ccc(C#N)cc3)cc2)n1,9%,.,0.5,63,0.3%,14%,-9%,.,2.1%,.
CC12CN3CC(C)(CN(C1)C3c1ccc(Br)cc1)C2 (configuration not stated),21%,-1.0%,3.1,74,0.1%,3%,-23%,i,6.0%,1

Other compounds follow:
SMILES	KOR beta-arrestin-1	ER stress rescue	NTR1 ag	NTR1 ag cell count 20 µM	GPR55 beta-arrestin	HEK293 NOD2/NF-kB	NOD1 inhibition	Yfh1-off respiration	KOR beta-arrestin-2	TNAP activation fold
COc1ccnc(Oc2ccccc2)c1C(N)=O	-4%	1.1%	3.0	37	0.1%	-1%	32%	i	1.7%	1.1
CC(C)OC(=O)CSc1nnc(-c2ccc(O)cc2)n1Cc1ccccc1	-5%	-0.8%	1.4	86	0.0%	0%	-43%	i	2.9%	1
COc1ccc(N(CC(=O)N2CCN(Cc3ccc4c(c3)OCO4)CC2)S(=O)(=O)c2ccc(F)cc2)cc1	-3%	.	0.2	63	-0.1%	-14%	-3%	i	3.4%	.
C(=N\Nc1ccccn1)/c1c[nH]c2ccccc12	6%	.	4.5	35	0.9%	-23%	11%	i	3.3%	.
CCCN1C(=O)C2(/C(=C(\O)c3ccc4c(c3)OCCO4)C(=O)C(=O)N2CCCOC)c2ccccc21 (configuration not stated)	-21%	2.9%	0.1	69	0.2%	3%	12%	i	7.2%	1.1
COc1ccc(Nc2nc(=O)[nH]nc2C)cc1	45%	-2.1%	0.1	57	-0.1%	-1%	20%	i	.	1.1
Cc1cc(C)nc(Nc2nc3ccccc3o2)n1	18%	.	-0.7	47	-0.1%	15%	7%	i	2.9%	.
CCN(CC)S(=O)(=O)c1ccc(OC)c(NC(=O)CSc2ccccc2)c1	-4%	6.8%	0.5	56	0.2%	16%	8%	i	-0.5%	1.1
CCC(C(=O)O/N=C(\N)c1cccc(C)c1)c1ccccc1 (configuration not stated)	10%	-0.9%	-4.9	30	0.2%	-17%	4%	i	87%	1.1
COc1cccc(CNC(=O)c2ccc3c(c2)S(=O)(=O)N=C2CCCCCN23)c1	-4%	.	-1.2	60	-0.1%	18%	-6%	.	2.1%	.
Cc1nn(CC(=O)Nc2ccc(N3CCOCC3)cc2)c(C)c1Br	-5%	.	-0.1	56	0.5%	-19%	-32%	.	2.0%	.
CCN(C(=O)COc1ccc(C)nc1[N+](=O)[O-])C1CCS(=O)(=O)C1 (configuration not stated)	3%	5.6%	0.9	58	1.0%	5%	-6%	i	4.5%	1.1
Cc1ccc(NC(=O)COC(=O)/C=C/c2ccc(Br)o2)cc1S(=O)(=O)N(C)C	33%	0.2%	1.1	46	-0.5%	6%	-29%	i	-2.0%	1.1
NS(=O)(=O)c1ccc(NC(=O)c2c(F)cccc2Cl)cc1	16%	.	-0.7	46	-0.2%	12%	-6%	i	2.4%	.
O=C(CSc1nc2c(c(=O)[nH]1)CCC2)Nc1cccc(F)c1	-8%	.	0.9	41	-0.2%	17%	-6%	.	-6.1%	.
Cc1ccc(NC(=O)CSCc2ccco2)cc1	-1%	-0.9%	-0.6	97	0.0%	-23%	-11%	i	-0.3%	1.2
O=C(O)c1ccc(COc2ccccc2/C=C2\NC(=O)N(Cc3ccccc3F)C2=O)cc1	-14%	0.2%	1.1	58	0.1%	2%	-24%	i	1.4%	1.1
Cc1cc(=O)oc2cc(OCC(=O)NCCCN3CCCC3=O)c(Cl)cc12	-16%	.	0.1	66	-0.2%	11%	-10%	.	0.0%	.
COc1ccc(-c2nsc3c(N4CCCC4)ncnc23)cc1	-37%	-5.0%	1.5	108	-0.1%	-62%	38%	i	3.2%	1.1
C/C(=N\NC(=O)CCc1ccc(S(=O)(=O)N2CCOCC2)cc1)c1ccccc1Cl	-11%	-0.9%	0.6	61	-0.5%	-18%	-29%	i	-0.9%	1.1
COc1ccc(C(=O)N2CCN(Cc3ccccc3[N+](=O)[O-])CC2)cc1	-18%[20 µM]	.	-0.1	69	-0.2%	20%	26%	.	-2.9%	.
S=C1NC(c2ccccc2)N2C(=S)NC(c3ccccc3)N12 (configuration not stated)	23%	4.3%	-1.4	47	0.3%	-24%	-21%	i	8.0%	1.1
Cc1cccc(CS(=O)(=O)Cc2ccc(C(=O)NC3CCCCCC3)o2)c1	44%	.	0.4	67	-0.1%	5%	-19%	.	-5.5%	.
CN(NC(=O)c1ccc(Cl)cc1Cl)C1=NS(=O)(=O)c2ccccc21	7%	0.0%	2.4	65	0.0%	13%	-37%	i	-1.5%	1.1
Cc1occc1C(=O)Nc1ccc(S(=O)(=O)N2CCN(C)CC2)cc1	14%	-3.1%	-0.8	78	-0.4%	2%	-30%	i	-4.4%	1
C=CCn1c2ccccc2c2nnc(SCC(=O)NC(C(=O)OC)C(C)C)nc21 (configuration not stated)	-13%	-3.6%	0.1	70	-0.3%	0%	24%	i	-1.3%	1.1
Cn1c(=O)c2c(nc(N3CCOCC3)n2CCCNC2=NCCC2)n(C)c1=O	20%	-1.3%	2.1	54	0.0%	13%	-1%	i	-4.4%	1
CC[n+]1c(/C=C/Nc2ccccc2)oc2ccccc21	12%	-0.3%	-1.4	45	-0.1%	-6%	.	i	2.2%	1
CCCCCCCCn1c(=O)c(C(=O)OC)c(N)c2ccccc21	3%	.	15	54	-0.1%	30%	28%	i	2.5%	.
Cc1ccc(OCC(=O)N(C)CC(=O)Nc2ccc(F)cc2)c([N+](=O)[O-])n1	47%	-4.0%	-1.1	91	0.2%	14%	-28%	i	-0.6%	1.1
O=C(O)C(Cc1ccccc1)Nc1ccc([N+](=O)[O-])cc1[N+](=O)[O-] (configuration not stated)	-22%	.	0.3	47	-0.2%	8%	-32%	.	1.7%	.
C/C(CC(=O)Nc1ccc(N(C)C)cc1)=N\NC(=O)c1ccccc1O	16%[20 µM]	.	1.1	62	-0.1%	22%	-2%	.	-6.1%	.
Cc1ccc(-c2cc(C(=O)NC3CCCC3)no2)cc1	-8%	.	0.1	65	0.0%	-90%	-108%	.	-3.1%	.
COc1ccc(CNC(=O)c2cccnc2SC)cc1OC	2%	-2.5%	0.4	34	-0.4%	5%	-14%	i	4.4%	1.1
COc1ccccc1N1CCN(S(=O)(=O)c2c(C)[nH]c(C)c2C(=O)N2CCCC2)CC1	-9%	.	-1.0	65	0.2%	21%	-13%	.	-1.9%	.
COc1cc(OC)cc(C(=O)NNC(=S)NC(=O)c2cccnc2)c1	-30%	.	-0.6	65	0.2%	11%	-43%	.	1.1%	.
C=CCNC(=S)NNC(=O)c1ccc(=O)n(Cc2ccccc2)c1	14%	-0.8%	1.9	76	-0.4%	22%	0%	i	-4.5%	1.9
CCC(Sc1nc2cc(OC)c(OC)cc2c(=O)n1Cc1ccco1)C(=O)NCCOC (configuration not stated)	4%	0.2%	4.2	72	-0.4%	-11%	-14%	i	-5.0%	1.1
Cc1ccc(NC(=S)c2ccc3ccccc3n2)c(C)c1	-24%	.	1.5	73	-0.1%	-44%	1%	.	-1.0%	.
COc1ccc(NC(=O)Cn2c(-c3ccc(OC)cc3)cn(-c3ccc(C)cc3)c2=O)cc1	-1%	-0.2%	0.6	88	-0.1%	-7%	-22%	i	-0.2%	1.1
COC(=O)c1ccc(Nc2cc(C)nc3ccc(C)cc23)cc1	6%	.	6.1	56	-0.1%	-22%	-15%	i	5.6%	.
CCN(CC)CCCNC(=O)c1sc2ncn(CC(=O)Nc3ccc(C)c(Cl)c3)c(=O)c2c1C	-19%	-0.8%	-1.9	86	0.0%	16%	-26%	i	7.0%	1
O=C(Nc1ccccc1Cl)OC1CCCCC1	-13%	.	-1.4	39	-0.1%	-2%	-35%	.	0.0%	.
O=C(COc1ccccc1-c1ccccc1)N/N=C/c1cccc2ccccc12	-67%	-1.1%	-1.5	68	0.3%	-37%	-58%	i	0.6%	1
CCN(CC)C(=O)c1ccc(COc2ccccc2Br)o1	-13%	-1.3%	1.6	51	0.1%	1%	22%	i	4.0%	1.1
Cc1ccc(NC(=O)c2ccc(OC(=O)CCN3C(=O)c4ccccc4C3=O)cc2)cc1	-53%	-1.7%	0.4	53	-0.1%	-72%	-10%	i	7.1%	1
